JMJD2E inh = blocks human JMJD2E demethylase activity; JMJD2E catalytic domain, FDH-coupled NADH fluorescence (FDH is formaldehyde dehydrogenase); AID 2147; 230,000 compounds, 1.6% hits; Potency, µM (doses to about 57.1 µM), inactives show top-dose activity change, negative = inhibition, hits mostly inhibitors; B2RXH2; active means well fitted inhibition curve with a large enough effect, not every such curve was filed as active; inconclusive means small, poorly fitted or top-dose-only effect, or another doubt; inactive means no such curve, though single readings can be large or run the other way;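 further: 0% = wells with enzyme and -100% = buffer wells without enzyme; nearly all actives have a fitted effect of over 50% in size; many of its hits are not listed in these tables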
Target sequence (B2RXH2 1-337 limits assumed): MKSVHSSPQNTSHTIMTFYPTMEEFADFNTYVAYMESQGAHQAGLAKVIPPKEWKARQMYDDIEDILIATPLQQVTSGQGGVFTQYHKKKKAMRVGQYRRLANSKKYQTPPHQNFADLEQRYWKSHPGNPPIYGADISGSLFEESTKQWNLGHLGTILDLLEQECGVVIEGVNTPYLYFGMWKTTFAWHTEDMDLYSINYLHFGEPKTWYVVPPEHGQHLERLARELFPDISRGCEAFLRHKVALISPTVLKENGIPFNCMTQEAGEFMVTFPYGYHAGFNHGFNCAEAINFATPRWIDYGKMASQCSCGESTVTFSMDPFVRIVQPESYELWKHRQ
LMNA splice mod = modulators of lamin A splicing; 200,000 compounds, 0.01% hits; HeLa LMNA splicing GFP/RFP minigene ratio, 48 h; Potency, µM (doses to about 46.1 µM), without a hit: at the top dose ratio change, negative = inhibition, hits mostly inhibitors; active means well fitted inhibition curve with a large enough effect in the signal ratio, with a control signal flat, not every such curve was filed as active; inconclusive means small, poorly fitted or top-dose-only effect, or effect the other way, or a change in a side signal; the % refers to the signal ratio; further: on the % scale 0 is the no-effect control and ±100 the full control effect
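S3 HeLa stable clones carrying a lamin A-EGFP splicing minigene plus DsRed2 were seeded at 600 cells/well in Opti-MEM with 2% FBS, pin-dosed and incubated 48 h at 37°C. Acumen cytometry (488 nm) gave the GFP/RFP total-intensity ratio.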
GoLoco inh red = blocks human Gai1 binding to RGS12 GoLoco peptide, red readout; P63096; Gai1:RGS12 GoLoco peptide FP, rhodamine, 10 min; Potency, µM (doses to about 61.6 µM), for the others: at the top dose activity, negative = inhibition, usual class: inhibitors; 230,000 compounds, 0.44% hits; AID 880; active means well fitted inhibition curve with a large enough effect, not every such curve was filed as active; inactive means no such curve, though single readings can be large or run the other way; further: on the % scale 0 is the no-effect control and ±100 the full control effect; nearly all actives have a fitted effect of over 30% in size; many of its hits are not listed in these tables
Target sequence (P63096 whole entry, looked up): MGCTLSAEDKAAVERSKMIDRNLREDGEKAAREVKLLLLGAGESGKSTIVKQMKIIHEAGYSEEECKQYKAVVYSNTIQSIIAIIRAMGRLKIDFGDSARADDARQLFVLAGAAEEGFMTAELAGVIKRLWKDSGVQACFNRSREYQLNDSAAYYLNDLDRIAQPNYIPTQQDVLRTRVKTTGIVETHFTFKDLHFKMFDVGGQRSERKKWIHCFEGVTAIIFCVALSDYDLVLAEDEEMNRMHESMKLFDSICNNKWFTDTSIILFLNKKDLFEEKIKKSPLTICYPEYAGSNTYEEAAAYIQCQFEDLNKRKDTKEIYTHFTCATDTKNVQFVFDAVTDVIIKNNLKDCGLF
SMN2 splice up = enhancers of SMN2 splice variant expression; Potency, µM (titrated, usually from 46.1 µM), without a hit: at the top dose activity change, positive = activation, usual class: activators; AID 1458; 210,000 compounds, 2.8% hits; HEK293 SMN2-luciferase splicing reporter, luminescence, 30-36 h; further: % of control where 0% means no effect; nearly all actives have a fitted effect of over 55% in size
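HEK293 cells carry an SMN2 minigene-luciferase reporter in which exon 7 inclusion puts luciferase in frame. Cells were seeded at 2000 cells/well, attached for 10-12 hours, then exposed to compounds for 30-36 hours at 37C before ONE-Glo luminescence.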
RECQ1 inh = RECQ1 (human) helicase inhibition | RECQ1 DNA unwinding, red fluorescence kinetic read | AID 2549 | Potency, µM (top dose mostly 57.3 µM), for the others: top-dose activity, negative = inhibition, most hits filed as inhibitors | 240,000 compounds, 0.54% hits | P46063;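 further: plate controls were vehicle for no effect and no enzyme for full effect; nearly all actives have a fitted effect of over 30% in size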
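RECQ1T1 50 nM; forked duplex (20 bp + 30-nt ss tails) 200 nM, ATP 2 mM final; pH 8.0, 2 mM MgCl2, 2.5 ug/ml poly(dI-dC); 15 min compound preincubation; discontinuous kinetic read over 2 h at RT.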
TRb-SRC2 inh = inhibitors of human thyroid hormone receptor beta-SRC2 interaction | Potency, µM (doses to about 106 µM), without a hit: top-dose activity change, negative = inhibition, actives largely listed as inhibitors | TRbeta-SRC2 peptide binding, fluorescence polarization; receptor liganded with 1 µM T3 | 280,000 compounds, 0.065% hits;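 further: plate controls were bound peptide for no effect and peptide without receptor for full effect; nearly all actives have a fitted effect of over 50% in size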
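Human TRb LBD (0.6 uM) plus Texas Red-labeled SRC2 peptide (20 nM), 1uM T3, 5% DMSO, 5 hr at ambient temperature. Decreased polarization (555/632 nm) flags inhibition; data normalized to free and bound peptide controls.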
ALDH1A1 block = blocks purified human ALDH1A1 activity. Potency, µM (doses to about 75.3 µM), for inactives: at the highest dose activity, negative = inhibition, usual class: inhibitors. AID 1030. Purified ALDH1A1, NADH fluorescence, propionaldehyde substrate. 220,000 compounds, 7.3% hits; active means well fitted inhibition curve with a large enough effect, not every such curve was filed as active; inconclusive means small, poorly fitted or top-dose-only effect, or another doubt; inactive means no such curve, though single readings can be large or run the other way;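 further: plate controls were no enzyme wells and a reference inhibitor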
TexasRed fluor = alters Texas Red total fluorescence, flagging assay interference. TRb/SRC2 Texas Red total fluorescence interference. Potency, µM (top dose mostly 106 µM), for inactives: at the top dose fluorescence change, negative = quenching. 280,000 compounds, 0.29% hits. AID 1479; active means well fitted curve in either direction with a large enough effect; inconclusive means small, poorly fitted or top-dose-only effect; further: on the % scale 0 is the no-effect control and ±100 the full control effect
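Human TRβ ligand-binding domain (0.6 uM) and Texas Red SRC2 peptide (20 nM) in Tris buffer with 1 uM T3 and 5% DMSO were incubated with pinned compound for 5 hr at ambient temperature. Total fluorescence was computed as S + 2P (555/632 nm).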
* = called active by the depositor; i = inactive; ? = inconclusive; · = not tested or not shown; & = joins results of further samples; [ ] = remark or other dose. Unless noted, the call rests on the fitted dose curve; in most records, active means well fitted curve in the direction sought with a large enough effect; inconclusive means small, poorly fitted or top-dose-only effect, or another doubt; inactive means no such curve, though single readings can be large; an effect the other way counts as inactive or inconclusive. Potency means the concentration at half of the fitted maximal effect. These rows are one share of the data (hit frequency here may not be typical).

SMILES | JMJD2E inh | LMNA splice mod | GoLoco inh red | SMN2 splice up | RECQ1 inh | TRb-SRC2 inh | ALDH1A1 block | TexasRed fluor
Cc1[nH]c2c(ccc3ccccc32)c1C1C(CCN)C1(C)C (configuration not stated) | ? | 1% | 13% | -6% | -18% | -15% | -9% | -4%
O=C(Nc1ccccc1)c1c(F)cccc1F | -2% | 8% | -8% | -2% | i | -13% | -2% | 1%
O=C(COC(=O)c1ccc[nH]c1=O)Nc1ccc2c(c1)OC(F)(F)O2 | -31% | 0%[46 µM] | 3% | · | -9% | -3% | 8% | -1%
CC(C)(C)NC(=O)c1cnn(-c2ccccc2)c1NC(=O)c1ccccc1 | 8% | -2% | 3% | 11% | -7% | 2% | 6% | -1%
CCCCNS(=O)(=O)c1ccc(NC(=O)Cc2ccccc2[N+](=O)[O-])cc1 | 5% | · | -10% | · | i | -6% | ? | -1%
COCCCN1C(=O)C(O)=C(C(=O)c2ccco2)C1c1ccc(Br)cc1 (configuration not stated) | -4% | 7% | -6% | -1% | i | -5% | -2% | 0%
CCc1cccc(CC)c1NC(=O)c1ccccc1CCc1ccccc1 | 19% | 1% | 5% | -13% | -9% | -13% | 13% | 2%
Cc1cc(C)nc(-n2nc(C)cc2NC(=O)COC(=O)CCC(=O)c2cccs2)n1 | 4% | -6% | 1% | 18% | -3% | -15% | -6% | 1%
O=C(COC(=O)c1cccnc1Nc1ccccc1F)NCc1ccc2c(c1)OCO2 | ? | 4% | 0% | 9% | -11% | -16% | -12% | 0%
N#CC1=C(SCC(N)=O)NC2=C(C(=O)c3ccccc32)C1c1ccc(Cl)cc1 (configuration not stated) | 1% | ? | -7% | -42%[inhibitor] | -6% | 2% | ? | -2%
CCn1c(SCc2nc(-c3ccccc3)no2)nnc1-c1ccco1 | 10% | -17% | 36%[activator] | -2% | 4% | 4% | ? | 4%
CCOC(=O)c1[nH]ncc1CN1CCCC(C(=O)c2ccc(SC)cc2)C1 (configuration not stated) | -5% | · | -2% | · | -1% | 13% | 35µM* | -4%
C=CCNC(=O)CN1CCC(O)(c2ccccc2)CC1 | 0% | 1% | 3% | -5% | 0% | 0% | 6% | -4%
COc1ccc(CCCc2n[nH]c(=S)o2)c(C)c1 | -23% | · | 9% | · | i | -2% | ? | -8%
O=C(CNC(=O)c1ccncc1)N/N=C/c1cc(Br)ccc1O | -2% | -17% | 3% | -29% | -1% | 5% | 1% | -1%
O=[N+]([O-])c1cccc2c(Br)[nH]nc12 | ? | 2% | 6%&1%&4%&4% | -4%&-12%&-10% | 10%&4%&0%&-1% | 5%&7%&-1%&-8%&4% | 6%&-2%&-7% | -18%&-2%&-10%&-3%&-1%
COc1cccc(N/C=C(\C#N)c2ccc(OCCCF)cc2)c1 | 0% | 16% | 4% | -7% | i | 4% | 3% | 1%
COc1cc(C(=O)N/N=C/c2ccc(OC)c(CN3CCN(c4ccc(F)cc4)CC3)c2)ccc1O | -14% | -16%[46 µM] | 12% | · | -17% | 5% | ? | -2%
COC(=O)COc1ccc(S(=O)(=O)N2CCN(c3ccc(OC)cc3)CC2)cc1 | -14% | · | 5% | -18% | 11% | 4% | -9% | -1%
Cc1ccccc1C(=O)Nc1nnc(-c2ccncc2)o1 | ? | -11%[46 µM] | 10% | 5% | i | 1% | 7% | -2%
CCCCCCN1CC(O)=C(c2ccccc2)C1=N | 3% | -12% | -16% | 16% | 2% | -1% | 9% | 5%
CCC(=O)N1CCc2cc(S(=O)(=O)NC(C(=O)N3CCc4ccccc4C3)C(C)C)ccc21 (configuration not stated) | 3% | 4% | 5% | -16% | i | -4% | -3% | -3%
CN(C)CCCNC(NC(=O)/C=C/c1ccccc1)C(Cl)(Cl)Cl (configuration not stated) | -2% | · | 5% | · | i | 4% | 3% | 0%
O=C(CN1CCCC1)Nc1cc(C(F)(F)F)cc(C(F)(F)F)c1 | -4% | · | 0% | · | -2% | 2% | · | -3%

Filtered by structure: those above with bromine (3)
SMILES | JMJD2E inh | LMNA splice mod | GoLoco inh red | SMN2 splice up | RECQ1 inh | TRb-SRC2 inh | ALDH1A1 block | TexasRed fluor
COCCCN1C(=O)C(O)=C(C(=O)c2ccco2)C1c1ccc(Br)cc1 (configuration not stated) | -4% | 7% | -6% | -1% | i | -5% | -2% | 0%
O=C(CNC(=O)c1ccncc1)N/N=C/c1cc(Br)ccc1O | -2% | -17% | 3% | -29% | -1% | 5% | 1% | -1%
O=[N+]([O-])c1cccc2c(Br)[nH]nc12 | ? | 2% | 6%&1%&4%&4% | -4%&-12%&-10% | 10%&4%&0%&-1% | 5%&7%&-1%&-8%&4% | 6%&-2%&-7% | -18%&-2%&-10%&-3%&-1%

Fetched by structure from above:
SMILES | JMJD2E inh | LMNA splice mod | GoLoco inh red | SMN2 splice up | RECQ1 inh | TRb-SRC2 inh | ALDH1A1 block | TexasRed fluor
CCCCCCN1CC(O)=C(c2ccccc2)C1=N | 3% | -12% | -16% | 16% | 2% | -1% | 9% | 5%
C=CCNC(=O)CN1CCC(O)(c2ccccc2)CC1 | 0% | 1% | 3% | -5% | 0% | 0% | 6% | -4%
O=C(CN1CCCC1)Nc1cc(C(F)(F)F)cc(C(F)(F)F)c1 | -4% | · | 0% | · | -2% | 2% | · | -3%

Following part.
SMILES | JMJD2E inh | LMNA splice mod | GoLoco inh red | SMN2 splice up | RECQ1 inh | TRb-SRC2 inh | ALDH1A1 block | TexasRed fluor
COc1ccc(-c2cc(C(F)(F)F)nc(SCC(=O)NCc3cccs3)n2)cc1 | ? | 1% | 2% | -2% | 7% | -17% | ? | -3%
COc1ccc(Cn2nnnc2C(c2cccs2)N2CCN(c3ccccc3)CC2)cc1 (configuration not stated) | 6% | ? | -1% | -2% | -16% | -19% | -6% | 0%
COc1cc(S(=O)(=O)N2CCCCC2)ccc1NC(=O)/C=C/c1ccccc1 | ? | -5% | 1% | -19% | -19% | -4% | ? | -5%
CCC(=O)NCc1csc(-c2cccs2)n1 | ? | ? | -13% | · | -4% | 0% | -15% | -1%
O=S(=O)(c1ccc(F)cc1)N1CCN(c2nc(-c3ccc(F)cc3)cs2)CC1 | -2% | -10% | 1% | -34%[inhibitor] | -3% | -16% | ? | 1%
CCc1ccc(NC(=S)N(Cc2ccc(Cl)cc2)Cc2ccc(C(=O)O)cc2)cc1 | -6% | ? | 12% | -33%[inhibitor] | -6% | -8% | ? | -1%
CCNC(=S)N=Nc1c(O)[nH]c2ccc(C(C)C)cc12 | 12% | ? | -6% | -31%[inhibitor] | -1% | -5% | 8% | -4%
COc1ccccc1NC(=S)NNC(=O)c1cc(C)nn1C | -3% | -1% | 7% | -5% | 6% | -1% | -13% | -1%
Cc1ccc(C)c(S(=O)(=O)Nc2ccccc2C(=O)Nc2ccccc2N2CCOCC2)c1 | ? | -11% | 5% | -6% | 1% | -1% | ? | 0%
COc1ccc([N+](=O)[O-])cc1NC(=O)CSc1nccc(C)n1 | -4% | -10% | 15% | -32%[inhibitor] | -8% | 0% | -5% | -3%
COC(=O)c1cccc(NC(=O)CCc2ccccc2)c1 | -2% | 7% | 0% | · | -2% | 4% | 25µM* | -1%
O=C(Cn1c(-c2cscn2)nc2ccccc21)Nc1cc(F)ccc1F | 7% | -17% | -18% | -2% | i | 0% | 18% | 2%
O=C(CN1C(=O)S/C(=C\C=C\c2ccccc2)C1=O)Nc1ccc(C(=O)O)cc1 | -8% | · | 14% | · | -9% | -7% | 13µM* | -3%
Cc1cccn2c(NC(=O)c3cccs3)c(-c3ccccc3)nc12 | 11% | -15% | 3% | 18% | -14% | 2% | 4% | -2%
O=[N+]([O-])c1nn(-c2ccc(Cl)cc2)n(O)c1=NCc1ccncc1 | -1% | · | 3% | -65%[inhibitor] | -2% | -1% | ? | 0%
CCOc1cc(N2CCOCC2)c(OCC)cc1NC(=O)COC(=O)[C@H](Cc1c[nH]c2ccccc12)NC(C)=O | 2% | 0% | 6% | 13% | -7% | -14% | -3% | 1%
COC(=O)C(N)Cc1ccc(O)c(O)c1 (configuration not stated) | 14µM* | -2% | -1% | ? | -16% | 4% | 3% | 2%
COc1ccc2c(c1)-c1ccccc1S(=O)(=O)N2C | -1% | 1% | 0% | -8% | -10% | -1% | 9% | 5%
Cn1c(=O)oc2cc(S(=O)(=O)N3CCN(c4ccccn4)CC3)ccc21 | 7% | -9% | -1% | -11% | -18% | 7% | -6% | -1%
CC(=O)Nc1ccc(S(=O)(=O)Oc2cccc(N3C(=O)C4CC=CCC4C3=O)c2)cc1 (configuration not stated) | 1% | -6% | 1% | -6% | 0% | -1% | -9% | -1%
CCOC(=O)c1cccc(NC(=O)CSc2nnc(COc3ccccc3C)o2)c1 | -5% | ? | -4% | -3% | -9% | 1% | ? | -1%
C=C1CCC2[C@](C)(CO)[C@H](O)CC[C@@]2(C)[C@@H]1C/C=C1/C(=O)OC[C@H]1O (some centres not stated) | 7% | · | -1% | 5% | -1% | -4% | 6% | -1%
CCC(C)[C@H](N)c1cn([C@@H](Cc2cc3ccccc3[nH]2)C(=O)N2CCNCC2)nn1 (some centres not stated) | 3% | · | 3% | · | -7% | 5% | 1% | -3%
Cc1ccc(-c2nnc(Cc3ccc([N+](=O)[O-])cc3)o2)cc1 | 12% | · | 85%[activator] | · | 0% | -5% | ? | -2%
Cc1cc(C)c(S(=O)(=O)N(C)CC(=O)NC2CCCC2)c(C)c1 | -6% | -7% | -4% | 17% | 0% | -14% | -3% | -3%
Cc1nnc2n(Cc3ccccc3)c(=O)c3c4c(sc3n12)CCCC4 | 5% | 4% | -14% | 8% | i | 1% | 3% | -1%
Cc1cc2nccc(-c3ccco3)n2n1 | -15% | 11% | -2% | 5% | i | 7% | -5% | -2%
CCOCc1cc(=O)[nH]c(SC)n1 | 7% | · | 6% | · | 4% | 0% | · | -1%

Assay outcomes: PubChem BioAssay, National Center for Advancing Translational Sciences (NCATS)
